Screening results from PubChem.
PME-1 inh = blocks human protein phosphatase methylesterase 1; recombinant PME-1, FP-Rh probe fluorescence polarization; inhibition, % at 5.9 µM; actives 0.53% (n = 320,000);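 active = inhibition above the campaign mean of all compounds plus 3 SD, cut at about 26% in these data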;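 note: competitive labeling of PME-1 active site by serine hydrolase directed probe; 0% = PME-1 with DMSO and 100% = wells lacking PME-1 enzyme; inhibitors block probe labeling so polarization falls and inhibition rises; many of its hits are not listed in these tables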
LYPLA1 inh = counter-screen for PME1 inhibitors: inhibitors of human LYPLA1. O75608. recombinant LYPLA1, FP-Rh probe fluorescence polarization. inhibition, % at 5.9 µM. actives 0.16% (n = 320,000). AID 2174;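 active = inhibition above the mean of all tested compounds plus 3 SD, set per campaign, cut at about 14% in these data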;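 note: inhibitors block serine hydrolase probe labeling of LYPLA1 so polarization falls; 0% = enzyme with DMSO and 100% = wells lacking LYPLA1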
Target sequence (O75608 whole entry, looked up): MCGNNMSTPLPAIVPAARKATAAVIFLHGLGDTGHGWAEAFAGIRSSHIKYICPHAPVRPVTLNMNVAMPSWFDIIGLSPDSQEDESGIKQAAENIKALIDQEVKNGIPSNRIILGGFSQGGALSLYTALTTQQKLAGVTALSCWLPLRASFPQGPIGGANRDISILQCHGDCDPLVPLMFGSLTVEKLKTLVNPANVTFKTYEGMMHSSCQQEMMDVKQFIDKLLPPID
GSTO1 inh = counter-screen for RBBP9 inhibitors: inhibitors of human GSTO1; P78417; actives 1.1% (n = 300,000); recombinant GSTO1, activity-based probe fluorescence polarization; AID 1974; inhibition, % at 5.96 µM;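 active = inhibition above the campaign mean inhibition plus 3 SD, cut at about 35% in these data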;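 note: 0% = GSTO1-1 with DMSO and 100% = wells lacking GSTO1-1 enzyme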
PAD4 inh = inhibitors of human PAD4 | recombinant PAD4, RCA probe fluorescence polarization | inhibition, % at 6.36 µM | actives 0.41% (n = 330,000) | AID 485272;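 active = percent inhibition above a cutoff equal to the mean of all tested compounds plus 3 SD, cut at about 15% in these data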;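 note: 0% = PAD4 with RCA probe and DMSO and 100% = probe without PAD4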
Target sequence (Q9UM07 whole entry, looked up): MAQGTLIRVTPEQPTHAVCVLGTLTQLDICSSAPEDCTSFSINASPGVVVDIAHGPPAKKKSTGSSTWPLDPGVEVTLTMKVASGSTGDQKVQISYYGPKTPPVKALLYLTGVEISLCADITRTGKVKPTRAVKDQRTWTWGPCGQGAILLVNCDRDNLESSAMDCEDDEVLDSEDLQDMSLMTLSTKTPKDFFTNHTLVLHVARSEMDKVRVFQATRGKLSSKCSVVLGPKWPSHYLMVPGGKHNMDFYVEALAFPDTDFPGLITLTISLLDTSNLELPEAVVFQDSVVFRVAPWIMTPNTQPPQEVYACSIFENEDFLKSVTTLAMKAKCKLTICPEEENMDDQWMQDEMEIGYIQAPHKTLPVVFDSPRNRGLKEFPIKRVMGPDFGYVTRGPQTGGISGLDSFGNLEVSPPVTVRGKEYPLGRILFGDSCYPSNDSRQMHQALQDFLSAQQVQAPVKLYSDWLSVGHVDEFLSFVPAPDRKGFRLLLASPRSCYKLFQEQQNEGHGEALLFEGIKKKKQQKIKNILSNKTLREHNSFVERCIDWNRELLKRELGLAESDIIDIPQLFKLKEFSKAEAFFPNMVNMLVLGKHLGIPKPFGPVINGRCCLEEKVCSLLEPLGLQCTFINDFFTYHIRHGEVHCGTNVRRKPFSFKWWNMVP
pPAFAH inh = inhibitors of human plasma PAF acetylhydrolase (pPAFAH); recombinant pPAFAH, FP-rhodamine probe fluorescence polarization; inhibition, % at 3.39 µM; Q13093; actives 1.5% (n = 330,000);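 active = inhibition above the mean inhibition across the screen plus 3 SD, cut at about 25% in these data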;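 note: inhibitors block binding of the rhodamine activity-based probe so polarization drops; 0% = enzyme with DMSO and 100% = wells lacking pPAFAH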
PAFAH1B3 FP inh = inhibitors of human PAFAH1B3; Q15102; inhibition, % at 3.39 µM; recombinant PAFAH1B3, FP-rhodamine probe, fluorescence polarization; actives 0.28% (n = 340,000);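 active = inhibition above the screen-wide average of all tested compounds plus 3 SD, cut at about 25% in these data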;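 note: 0% = enzyme with DMSO only and 100% = wells lacking PAFAH1B3 protein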
LYPLA2 counter = counter-screen for PME1 inhibitors: inhibitors of human LYPLA2. actives 0.38% (n = 320,000). inhibition, % at 5.9 µM. O95372. recombinant LYPLA2, FP-Rh probe fluorescence polarization;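 active = inhibition above the screen-wide mean plus 3 SD, limit set per campaign, cut at about 26% in these data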;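 note: 0% = LYPLA2 with DMSO and 100% = wells lacking LYPLA2 enzyme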
PAFAH2 inh = inhibitors of human PAFAH2 | recombinant PAFAH2, FP-rhodamine activity probe, fluorescence polarization | actives 0.99% (n = 340,000) | inhibition, % at 3.39 µM;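 active = inhibition above the mean over all tested compounds plus 3 SD, cut at about 30% in these data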;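 note: inhibitors block probe labeling of enzyme so polarization drops; 0% = enzyme with DMSO and 100% = wells lacking PAFAH2 protein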
PAFAH1B2 inh = PAFAH1B2 (human) inhibition | P68402 | recombinant PAFAH1B2, FP-rhodamine activity probe, fluorescence polarization | inhibition, % at 3.39 µM | actives 1.2% (n = 340,000) | AID 492953;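 active = inhibition above the mean of all tested compounds plus 3 SD, cut at about 24% in these data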;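 note: 0% = enzyme with DMSO and 100% = wells lacking PAFAH1B2; many of its hits are not listed in these tables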
Target sequence (P68402 whole entry, looked up): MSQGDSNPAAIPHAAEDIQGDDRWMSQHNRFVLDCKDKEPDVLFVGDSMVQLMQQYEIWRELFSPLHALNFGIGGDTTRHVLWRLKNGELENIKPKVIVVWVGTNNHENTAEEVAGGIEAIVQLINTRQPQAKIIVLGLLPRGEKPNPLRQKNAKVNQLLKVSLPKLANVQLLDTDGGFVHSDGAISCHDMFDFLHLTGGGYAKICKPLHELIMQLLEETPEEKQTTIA
Active calls of the source: *; x = not tested or not shown. Only part of the results is shown; the hit share may differ from the screen's.

SMILES | PME-1 inh | LYPLA1 inh | GSTO1 inh | PAD4 inh | pPAFAH inh | PAFAH1B3 FP inh | LYPLA2 counter | PAFAH2 inh | PAFAH1B2 inh
CC1CCC(C(=O)NC(C(=O)NCc2ccccn2)C(C)C)CC1 (configuration not stated) | 3 | -1 | 0 | 1 | 3 | 7 | 9 | -6 | 0
Cc1noc(NC(=O)c2ccc(Cl)c(Cl)c2)c1Cl | -7 | 2 | -6 | -6 | 7 | -3 | 1 | 9 | 8
CC(C)c1ccc(NC(=O)CSc2nc(=O)[nH]c3c2CCCC3)cc1 | 3 | 0 | 15 | 3 | -1 | 4 | 1 | 4 | 3
CC1CN(C(=O)c2ccccc2C(=O)c2ncc[nH]2)CC(C)O1 (configuration not stated) | -2 | 5 | 2 | 5 | 1 | 5 | 12 | 9 | 2
N#CCCn1cc(CNC2CCC(O)CC2)c2ccccc21 (configuration not stated) | 0 | -2 | 1 | 0 | -1 | 8 | 0 | 0 | 5
COCCNC(=S)N(c1ccccc1)C(C)C | -2 | 1 | 15 | 1 | 3 | 4 | -3 | 0 | 11
COC(=O)c1cc(NC(=O)CN(C)C2CCS(=O)(=O)C2)cc(C(=O)OC)c1 (configuration not stated) | x | x | x | -9 | 4 | -3 | x | -2 | 18
CCOc1ccc(OCC)c(NC(=O)CNS(=O)(=O)c2cccs2)c1 | -1 | -6 | 9 | -7 | 1 | 5 | -3 | 2 | 5
CCSc1nnc(NC(=O)C2CCN(S(=O)(=O)c3c(C)c(C)cc(C)c3C)CC2)s1 | -1 | -2 | 5 | 1 | 4 | x | 1 | x | x
CN(C)c1ccc(NC(=O)c2cc3c(=O)n4ccccc4nc3n2C)cc1 | 3 | 3 | 7 | -1 | 9 | 14 | -2 | 6 | 2
O=C(NCc1ccccc1)c1ccc(-c2ccccc2C(F)(F)F)o1 | -3 | -3 | 1 | -3 | 4 | 5 | -3 | 0 | 5
CCN(C(=O)COC(=O)c1cc([N+](=O)[O-])ccc1N1CCOCC1)C1CCCCC1 | 2 | 0 | 3 | -2 | -3 | 5 | -4 | -1 | 14

Profiles as entered above:
Shown for `CN(C)c1ccc(NC(=O)c2cc3c(=O)n4ccccc4nc3n2C)cc1` : PME-1 inh: 3; LYPLA1 inh: 3; GSTO1 inh: 7; PAD4 inh: -1; pPAFAH inh: 9; PAFAH1B3 FP inh: 14; LYPLA2 counter: -2; PAFAH2 inh: 6; PAFAH1B2 inh: 2
Shown for `CC(C)c1ccc(NC(=O)CSc2nc(=O)[nH]c3c2CCCC3)cc1` : PME-1 inh: 3; LYPLA1 inh: 0; GSTO1 inh: 15; PAD4 inh: 3; pPAFAH inh: -1; PAFAH1B3 FP inh: 4; LYPLA2 counter: 1; PAFAH2 inh: 4; PAFAH1B2 inh: 3
Shown for `COC(=O)c1cc(NC(=O)CN(C)C2CCS(=O)(=O)C2)cc(C(=O)OC)c1` (configuration not stated) : PME-1 inh: x; LYPLA1 inh: x; GSTO1 inh: x; PAD4 inh: -9; pPAFAH inh: 4; PAFAH1B3 FP inh: -3; LYPLA2 counter: x; PAFAH2 inh: -2; PAFAH1B2 inh: 18

(more compounds)
SMILES | PME-1 inh | LYPLA1 inh | GSTO1 inh | PAD4 inh | pPAFAH inh | PAFAH1B3 FP inh | LYPLA2 counter | PAFAH2 inh | PAFAH1B2 inh
Cc1ccc(NC(=O)/C(=C/c2cccc([N+](=O)[O-])c2)NC(=O)C2CCCCC2)c(C)c1 | 8 | -2 | -3 | -2 | 3 | -3 | -6 | -8 | -5
CCN(CC)c1ccc(/C=C2\C(=O)N(c3nnc(C)c(=O)[nH]3)N=C2C)cc1 | -7 | 0 | 40* | 2 | -3 | 6 | 0 | 22 | 6
COc1ccc(Br)cc1/C=C/C(=O)Nc1c(C)cccc1C | -1 | -6 | -1 | 0 | 1 | 3 | -13 | 0 | 0
O=C(COc1ncnc2scc(-c3ccccc3)c12)NCCN1C(=O)CSC1=O | -9 | 0 | -6 | -1 | 0 | x | 2 | x | x
COC(=O)c1ccccc1NC(=O)N[C@@H](C)C(=O)OC | 0 | 1 | 0 | 4 | -4 | 14 | 4 | 3 | 2
C=CCOc1cccc(C2C(C(=O)c3ccco3)=C(O)C(=O)N2Cc2ccncc2)c1 (configuration not stated) | -5 | 2 | -1 | -4 | 1 | 6 | 1 | 1 | 1
Cc1nn2cc(-c3ccccc3)nc2s1 | 2 | 0 | 6 | 2 | -2 | -7 | 3 | -2 | 6
COc1cccc(-n2cc3c(=O)n(C)c(=O)n(C)c3c2)c1 | -12 | 1 | -4 | -3 | -2 | 4 | 0 | -1 | 6
CS(=O)(=O)c1ccc(Cl)c(NC(=O)COC(=O)CNC(=O)c2ccc(Br)o2)c1 | 4 | 4 | 5 | -1 | 0 | 5 | 3 | 0 | -1
COc1cc(OC)c(OC)cc1CNc1nnnn1C | 6 | 1 | 3 | 6 | 4 | 4 | -1 | 1 | -1
CC(C)(C)C1=CC(=O)C(N2CCOCC2)=CC1=O | 3 | 1 | 6 | -1 | 8 | 8 | -2 | -1 | 3
O=C(CN(C(=O)c1csnn1)c1ccc(F)c(Cl)c1)NCc1ccc(F)cc1 | -5 | -1 | 7 | 4 | 3 | 5 | -4 | 9 | 7
O=[N+]([O-])c1ccc(Cl)c(S(=O)(=O)N2CCCCCC2)c1 | -2 | 0 | 27 | 3 | 5 | 11 | 1 | -3 | 6
COc1cc(OC)c(C2N(c3ccc(Cl)c(Cl)c3)C(=O)C3CCCN32)cc1OC (configuration not stated) | 1 | -1 | -4 | -3 | 5 | 5 | 5 | 6 | 4
COc1cc(C(=O)NCc2nnc(SCC(=O)NC3CCCC3)o2)cc(OC)c1OC | -1 | 2 | -1 | -5 | 0 | 4 | 0 | -4 | 3
CCOc1ccccc1NS(=O)(=O)c1cccc2nsnc12 | 9 | -3 | 0 | 3 | 1 | -4 | -3 | 2 | 0
CCc1cc2c(=O)n(-c3ccccc3)c(=S)[nH]c2s1 | 3 | 0 | 0 | -2 | 3 | -2 | 2 | 2 | 1
COc1ccc(Br)cc1CN(C)C(=O)c1cc(Cl)c2c(c1)OCCO2 | 6 | 3 | 3 | 1 | -3 | 6 | 0 | -12 | -2
Cc1ccc(-c2cc(C(=O)NCc3ccco3)no2)cc1 | -7 | -3 | 3 | 2 | -2 | -6 | -2 | 7 | 2
COc1ccc(-c2cc(C(F)(F)F)n3nc(C(=O)Nc4cc(C)on4)cc3n2)cc1OC | -7 | 0 | 4 | 1 | -2 | -2 | -1 | 1 | 6
Cc1ccc(NS(=O)(=O)c2ccc3[nH]c(=O)[nH]c3c2)cc1 | 1 | 2 | 5 | 3 | 22 | 11 | 11 | 1 | 6
CCOc1ccc(N(CC(=O)NCc2ccccc2)C(=O)Cn2nnc(-c3ccc(C)o3)n2)cc1 | -9 | -3 | 1 | -1 | 2 | 1 | -6 | 6 | 7
OCC[C@@H]1C[C@H](O)[C@@H](O)[C@]2(Cc3ccccc3CO2)O1 | -4 | 0 | 1 | -3 | -4 | -1 | 1 | 4 | -1
CN(C(=O)COc1ccc(Br)cc1Cl)C1CCCCC1 | 1 | -5 | 8 | 1 | -8 | 0 | -5 | 3 | 3

5 compounds from above, sorted by length of the SMILES, largest number first:
SMILES | PME-1 inh | LYPLA1 inh | GSTO1 inh | PAD4 inh | pPAFAH inh | PAFAH1B3 FP inh | LYPLA2 counter | PAFAH2 inh | PAFAH1B2 inh
COc1ccc(-c2cc(C(F)(F)F)n3nc(C(=O)Nc4cc(C)on4)cc3n2)cc1OC | -7 | 0 | 4 | 1 | -2 | -2 | -1 | 1 | 6
COc1cc(OC)c(C2N(c3ccc(Cl)c(Cl)c3)C(=O)C3CCCN32)cc1OC (configuration not stated) | 1 | -1 | -4 | -3 | 5 | 5 | 5 | 6 | 4
OCC[C@@H]1C[C@H](O)[C@@H](O)[C@]2(Cc3ccccc3CO2)O1 | -4 | 0 | 1 | -3 | -4 | -1 | 1 | 4 | -1
Cc1ccc(-c2cc(C(=O)NCc3ccco3)no2)cc1 | -7 | -3 | 3 | 2 | -2 | -6 | -2 | 7 | 2
CN(C(=O)COc1ccc(Br)cc1Cl)C1CCCCC1 | 1 | -5 | 8 | 1 | -8 | 0 | -5 | 3 | 3

Other results follow:
SMILES | PME-1 inh | LYPLA1 inh | GSTO1 inh | PAD4 inh | pPAFAH inh | PAFAH1B3 FP inh | LYPLA2 counter | PAFAH2 inh | PAFAH1B2 inh
COc1ccc(S(=O)(=O)N2CCN(CCOc3ccccc3Cl)CC2)cc1OC | -1 | -3 | x | 0 | -2 | 5 | 3 | -4 | 0
CC(C)C[C@H](NC(=O)c1nc[nH]c1C(=O)NC1CCNCC1)C(=O)OC(C)(C)C | 1 | 5 | -3 | -5 | 1 | 12 | 0 | -1 | 5
CCOc1ccc(N2CC(C(=O)Nc3ccc(S(=O)(=O)N4CCCCC4)cc3)CC2=O)cc1 (configuration not stated) | 2 | -5 | -9 | 0 | 22 | 1 | 10 | 9 | 3
CC(C)(C)c1ccccc1OCC(=O)NCCC(=O)O | -4 | -4 | -10 | -4 | -1 | 3 | -5 | -6 | 3
Cc1ccccc1NC(=O)OCc1cn(-c2ccc(Cl)cc2)nn1 | -1 | -2 | -1 | 0 | 0 | -1 | 1 | 0 | 6
CS(=O)(=O)N(CC(=O)N1CCCCCC1)c1cccc(Cl)c1Cl | 2 | 0 | 3 | 0 | 0 | 3 | 4 | 1 | 0
CCN[C@H]1C[C@H](C)S(=O)(=O)c2sc(S(N)(=O)=O)cc21 | -1 | -3 | 2 | -3 | 1 | 13 | -2 | 9 | 2
Cc1ccc(NC(=O)COC(=O)C2CCN(c3ccc(C(F)(F)F)cn3)CC2)cc1C | -9 | -6 | -1 | -2 | -3 | -1 | -18 | 6 | 1
COc1ccccc1/C=N/NC(=O)CSc1cc(C)nc2ccccc12 | -13 | 3 | -20 | 3 | 5 | 2 | 11 | -1 | 6
CC(C)c1ccc(NC(=O)CN2C(=O)NC3(CCCC3)C2=O)cc1 | 1 | -1 | 5 | -5 | 4 | 0 | -1 | -2 | 7
Cc1cccc(C(=O)NC(C)C(c2cccs2)N2CCOCC2)c1 (configuration not stated) | 1 | 0 | 4 | 1 | 3 | 13 | -5 | 1 | 11
Nc1ncc(-n2cncn2)c(-c2ccccc2)n1 | -1 | 0 | -7 | -4 | 3 | 8 | 3 | -5 | -2
O=S(=O)(Nc1ccc(C(F)(F)F)cn1)c1ccccc1 | -1 | -1 | 12 | -6 | 1 | 7 | 4 | 5 | 10
CCc1ccccc1NC(=O)COC(=O)C1CC(=O)N(c2ccc(F)cc2)C1 (configuration not stated) | -6 | -2 | 16 | -8 | 15 | 4 | 6 | -1 | 4
O=C(CCNS(=O)(=O)c1ccccc1C(F)(F)F)N1CCN(C(c2ccccc2)c2ccccc2)CC1 | -5 | -3 | -11 | 0 | -9 | -6 | -5 | -1 | -2
Cc1ccc(C(=O)OCC(=O)NCCc2ccccc2)cc1C | 8 | 1 | x | -3 | 13 | 1 | 6 | 57* | 5
Cc1cc(C)n(C(=O)c2ccc([N+](=O)[O-])cc2N)n1 | -2 | 4 | 8 | 0 | 3 | 8 | 0 | 1 | 6
Cc1cc(C(=O)N2CCN(c3ccc([N+](=O)[O-])cc3)CC2)n[nH]1 | -6 | -2 | 5 | 5 | 2 | 1 | 8 | -4 | 5

Entries listed above that bear a hit mark in PAFAH2 inh.
smiles,PME-1 inh,PAD4 inh,pPAFAH inh,PAFAH1B3 FP inh,PAFAH2 inh,PAFAH1B2 inh
Cc1ccc(C(=O)OCC(=O)NCCc2ccccc2)cc1C,8,-3,13,1,57*,5
